Screening results as filed in PubChem.
Lmaj promast = Leishmania major promastigote growth inhibition, primary screen. Leishmania major promastigotes, resazurin fluorescence viability. inhibition, % at 10 µM. actives 9% (n = 200,000);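 also: promastigotes grown with compound for 44 hours at 28 °C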
Diaphorase act = compounds boosting diaphorase resazurin reduction – biochemical, uHTS, resorufin fluorescence, counter-screen for diaphorase-coupled primary assays, primary screen; Diaphorase/resazurin coupled assay, 16 min; stronger effect = higher value; 1 = vehicle wells, 0 = NADH-free wells; activation factor at 20 µM; actives 0.005% (n = 190,000);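 active = diaphorase activity raised at least twofold by the compound at 20 µM; inactive = activation factor below 2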
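System – purified diaphorase enzyme from Clostridium kluyveri · Input – enzyme 0.07 U/mL final · Also added – final NADH 0.114 mM, resazurin 0.1 mM · Measured by – fluorescence of resorufin, 544 nm excitation, 590 nm emission · Timing – 16 min enzyme reaction, ambient temperature · Measure – resorufin increase flagging diaphorase activators or reducers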
Hsp70 act = Hsp70 transcriptional activators, primary screen, cell-based, HeLa, Hsp70 promoter luciferase, luminescence, 10 µM; HeLa Hsp70 promoter luciferase reporter; scaled: vehicle 0, proteasome-inhibitor control 100%; activation, % at 10 µM; actives 0.04% (n = 200,000); AID 1203, 2008;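 active = activation above the mean across all tested compounds plus 3 SD, cutoff set per campaign, cut at about 5.5% in these data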;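 also: 100% = MG132 at 30 µM as the positive control and 0% = DMSO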
S1P3 antagonist = S1P3 receptor antagonists, primary screen, cell-based | CHO S1P3 NFAT-BLA reporter, FRET fluorescence, antagonist mode | inhibition, % at 4.98 µM | actives 0.27% (n = 170,000) | AID 485, 2006;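 active = inhibition above the plate cutoff, the mean inhibition of test wells on that plate plus 3 SD, cut at about 28% in these data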;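 also: cells challenged with S1P at its EC80 of 0.8 µM; blue over green emission ratio from cleaved BLA substrate after 4 h stimulation; 0% = S1P-stimulated wells and 100% = unstimulated DMSO-only wells; some compounds past the cut are filed as inactive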
Target sequence (Q99500 whole entry, looked up): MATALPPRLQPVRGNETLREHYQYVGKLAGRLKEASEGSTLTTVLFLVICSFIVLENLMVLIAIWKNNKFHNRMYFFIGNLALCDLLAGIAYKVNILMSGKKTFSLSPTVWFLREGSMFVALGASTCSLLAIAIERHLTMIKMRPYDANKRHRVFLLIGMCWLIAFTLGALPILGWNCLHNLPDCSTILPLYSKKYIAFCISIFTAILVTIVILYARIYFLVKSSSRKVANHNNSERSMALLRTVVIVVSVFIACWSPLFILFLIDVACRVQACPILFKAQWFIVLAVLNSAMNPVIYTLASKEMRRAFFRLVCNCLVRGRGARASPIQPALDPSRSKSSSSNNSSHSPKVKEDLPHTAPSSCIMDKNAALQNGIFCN
G6PDH counter = L. mesenteroides G6PDH inhibitors, counter-screen for G6PDH-coupled screening assays, biochemical, Leuconostoc mesenteroides enzyme | glucose-6-phosphate dehydrogenase [Leuconostoc mesenteroides] | Purified L. mesenteroides G6PDH, diaphorase/resazurin coupled fluorescence, 45 min | inhibition, % at 5 µM | actives 0.12% (n = 200,000) | AID 1020, 2008
Diaph inh CS = diaphorase inhibitors and chemical oxidizers, primary screen, counter-screen for diaphorase-coupled primary assays, biochemical, uHTS, resorufin fluorescence; diaphorase resazurin-to-resorufin fluorescence, NADH, 16 min; bacterial (C. kluyveri) enzyme, not human; inhibition, % at 20 µM; actives 0.69% (n = 190,000);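 active = primary screen inhibition at 20 µM above a set limit, cut at about 50% in these data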;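 also: plate controls were DMSO with full reaction for no effect and wells lacking NADH for full effect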
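Assay system – diaphorase enzyme from Clostridium kluyveri · Amount – diaphorase 0.14 U/mL (working solution) · Times – reaction incubation of 16 min at room temperature · Controls – No-NADH positive control and DMSO neutral control · Signal – resorufin fluorescence 544/590 nm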
TLR4-MyD88 BLA = inhibitors of TLR4-MyD88 association in cells, primary screen, cell-based, HeLa CL3-4, BLA complementation, FRET ratio; inhibition, % at 8.4 µM; actives 0.18% (n = 200,000); AID 861, 2007; HeLa CL3-4 TLR4/MyD88 BLA complementation; in the data active = inhibition above about 25%;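 also: 0% = vehicle and 100% = reference inhibitor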
PMI act = activators of human PMI, primary screen, biochemical, fluorescence intensity, near-Km mannose 6-phosphate | Mannose-6-phosphate isomerase (Homo sapiens), P34949 | purified human PMI, coupled resazurin fluorescence, 20 min; stronger effect = higher value; 1 = vehicle control, 0 substrate-free wells | activation factor at 20 µM | actives 0.005% (n = 190,000) | AID 1214, 2008;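 active = activation factor of 2 or more at 20 µM, relative to plate controls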
Target sequence (P34949 whole entry, looked up): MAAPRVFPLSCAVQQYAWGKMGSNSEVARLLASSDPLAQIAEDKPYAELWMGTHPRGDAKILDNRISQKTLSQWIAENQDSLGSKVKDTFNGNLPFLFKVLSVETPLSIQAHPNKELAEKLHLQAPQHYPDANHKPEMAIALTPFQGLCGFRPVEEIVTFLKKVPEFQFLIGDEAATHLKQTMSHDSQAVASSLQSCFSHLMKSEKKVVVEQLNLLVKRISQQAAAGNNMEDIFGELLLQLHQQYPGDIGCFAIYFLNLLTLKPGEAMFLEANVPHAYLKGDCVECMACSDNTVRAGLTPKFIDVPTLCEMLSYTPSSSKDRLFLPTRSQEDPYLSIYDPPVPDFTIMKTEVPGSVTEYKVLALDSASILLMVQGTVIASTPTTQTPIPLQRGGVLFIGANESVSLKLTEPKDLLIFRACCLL
RAM inhibit = inhibitors of the yeast RAM network, primary screen, dse1pr::URA3 reporter, 5-FOA selection | S. cerevisiae dse1pr::URA3 reporter, 5-FOA growth OD615, 2 d; analog-sensitive cbk1-as2 kinase mutant strain | inhibition, % at 50 µM | actives 1.8% (n = 190,000) | AID 868, 2007;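 active = inhibition above a set limit, 3 SD over mean compound inhibition, cut at about 8.4% in these data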;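 also: 0% = DMSO-only wells with no growth and 100% = 10 µM 1-NA-PP1 full growth; inhibition rescues growth on 5-FOA so higher OD means more RAM inhibition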
DTT redox prof = compounds producing H2O2 with reducing agent – biochemical, NIH compound library profiling, artefact control for MLSCN library redox annotation, primary screen | activation, % at 10 µM | AID 878, 2007 | DTT-dependent redox cycling H2O2, phenol red/HRP absorbance; 100% = 100 µM peroxide control, 0% = buffer | actives 0.03% (n = 200,000);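 active = activation of at least 50% relative to the plate's high and low controls in the primary single-dose screen; inactive = activation below 50%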;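 also: compound incubated with DTT at 0.8 mM final as the reducing agent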
PMI act hi M6P = human PMI activators, high substrate, primary screen, biochemical, fluorescence intensity, near-saturating mannose 6-phosphate; Mannose-6-phosphate isomerase (Homo sapiens), P34949; coupled PMI enzyme assay, resazurin fluorescence, 20 min; stronger effect = higher value; 1 = untreated enzyme, 0 = substrate-free blank; activation factor at 20 µM; actives 0.34% (n = 190,000); AID 1216, 2008;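 active = activation factor of 2 or more at 20 µM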
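Test system – human PMI in coupled enzyme assay · Timing – 20 min incubation at room temperature · Detection – Diaphorase-driven resazurin-to-resorufin fluorescence, excitation 544, emission 590 nm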
An asterisk follows results filed as active; x = no result given. Rule as the data show it, unless noted: active = inhibition above about 50%; inactive = the rest. Hits appear at their usual frequency; 12% or so of the library scored in one or more.

Screens in order – Lmaj promast	Diaphorase act	Hsp70 act	S1P3 antagonist	G6PDH counter	Diaph inh CS	TLR4-MyD88 BLA	PMI act	RAM inhibit	DTT redox prof	PMI act hi M6P
- Cc1c(NS(=O)(=O)c2cc(NC(=O)CCN3CCCC(C)C3)ccc2Cl)c(=O)n(-c2ccccc2)n1C (stereo not drawn)
 : -7	0.9	0.1	-21	3	10	-18	1	0.8	-0.5	1
- C(=N\Nc1ncnc2sc3c(c12)CCC3)/c1ccncc1
 : 66*	1.2	-0.4	x	3	-20	-2	1.1	4.1	-4.1	1.2
- Cc1cc(NC(=O)Nc2ccc(F)c(Cl)c2)no1
 : -1	1	-0.1	-13	-10	0	4	1	3.4	1.5	1
- COc1ccccc1-n1nnnc1SCc1ccccc1
 : 6	0.9	0.1	23	-12	12	-2	0.9	-0.1	0.7	0.9
- Cc1ccc(N2Cc3ccccc3OC(C)C2=O)cc1 (stereo not drawn)
 : -5	0.8	-0.1	-29	9	23	-10	1	-0.6	-0.7	1.1
- Oc1ccc(-c2n[nH]c(=S)n2-c2ccc3c(c2)OCCO3)cc1
 : 0	0.8	-0.4	0	6	16	-6	0.9	0.8	-0.1	1
- CCCCNC(=S)N(C)/N=C/c1c(C)[nH]c2ccccc12
 : 56*	0.8	-0.3	-19	1	21	0	0.9	1.4	x	0.9
- CC(=O)NC1CCN(CC(=O)Nc2cccc([N+](=O)[O-])c2)CC1
 : -7	1	-0.6	1	5	0	-8	1	1.0	-2.8	1.1
- Cc1ccc(-c2noc(CN3CCN(c4ccccc4F)CC3)n2)cc1
 : -8	0.9	-0.2	-4	-4	8	-6	0.9	-1.0	-0.1	1
- COCCn1c(C)cc(/C=C2\NC(=S)N(C)C2=O)c1C
 : -10	0.7	0.0	-19	-1	31	-8	1.2	4.1	-0.4	1
- CCOC(=O)N1CCN(S(=O)(=O)c2ccc(C(=O)NNc3nc4ccc(Cl)cc4s3)cc2)CC1
 : -12	0.9	-0.2	-1	9	5	-1	1.2	5.2	0.3	1.3
- COC(=O)N/N=C/c1cn(Cc2ccc(Cl)cc2Cl)c2ccccc12
 : 11	0.8	-0.3	1	0	21	-13	0.9	4.2	-0.4	1
- O=C(NN1CCOCC1)c1cc(S(=O)(=O)Nc2cccc(C(F)(F)F)c2)ccc1Cl
 : -8	0.9	-0.6	-9	-2	12	4	0.9	-0.1	0.1	0.9
- CCOC(=O)N1CCN(C(=O)CSc2nnc(-c3cc(OC)ccc3OC)o2)CC1
 : -2	0.8	-0.3	23	3	18	-4	0.9	-0.1	-0.4	1
- O=C(N/N=C/c1ccc(OC(F)F)cc1OC(F)F)c1cccc(S(=O)(=O)N2CCOCC2)c1
 : 7	0.8	-0.1	11	1	16	-2	1	1.4	0.7	1
- COc1cccc(N2CCN(CC(=O)NC(=O)NCc3ccco3)CC2)c1
 : -5	0.9	-0.2	-11	7	12	-17	1.1	-0.6	-0.2	0.8
- CCSc1nnc(NS(=O)(=O)c2ccc(C)cc2)s1
 : -4	0.9	0.0	-4	-7	14	-11	1.2	0.1	0.0	1.2
- O=C(CSc1nnc(COc2ccccc2)n1Cc1ccco1)c1ccc(F)cc1
 : 6	0.8	-0.4	21	-5	15	-10	1	3.5	7.9	1
- COCC(=O)NCc1ccc2c(c1)cc(C)n2C
 : -2	1	-0.4	-12	2	5	-6	1.1	3.3	0.8	1
- CCOC(=O)C1=C(C)NC2=C(C1c1ccc([N+](=O)[O-])cc1)S(=O)(=O)c1ccccc12 (stereo not drawn)
 : 31	0.8	0.1	x	13	16	-10	0.9	1.7	0.0	0.9
- O=C(c1ccc(Br)o1)N(Cc1ccccc1)Cc1ccccc1
 : 7	0.9	-0.3	6	16	5	-14	1	-0.3	-0.3	1
- c1ccc(C2=Nn3c(nnc3-c3cc(-c4ccccc4)n[nH]3)SC2)cc1
 : 63*	0.8	0.3	18	-5	24	13	0.9	8.6*	2.5	1
- CC(C)CNC(=O)COC(=O)c1ccccc1OCC(=O)Nc1ccc(Br)cc1
 : -6	1	-0.3	-3	5	3	-13	0.9	1.6	0.0	0.9
- COc1cccc(C(=O)Nc2cc(S(=O)(=O)N3CCCCC3)ccc2OC)c1
 : 14	0.8	0.2	-21	1	18	-17	0.9	4.1	0.0	0.9
- Cc1ccc(OC(C)C(=O)O)cc1C (stereo not drawn)
 : -4	0.9	0.5	x	2	10	-3	1.1	0.6	1.0	0.8
- Cc1cccc(NC(=O)N(Cc2cc3cc(C)ccc3[nH]c2=O)CC2COCCO2)c1 (stereo not drawn)
 : 32	1	-0.1	-3	10	-2	4	1	2.4	-0.9	1
- Cc1cccc(-n2ncc3c(N4CCC(C)CC4)ncnc32)c1
 : 2	0.7	0.4	-3	2	27	2	0.9	-0.7	0.2	0.8
- CCC1C(=O)CC(c2ccco2)NC1c1ccco1 (stereo not drawn)
 : -3	0.9	-0.1	x	0	11	-9	1.2	2.2	1.2	1.1
- CN(C)/C=C/C(=O)c1cnc2sccn2c1=O
 : -6	0.9	0.3	5	6	10	9	1	3.3	0.1	0.9
- O=C(NCCCn1ccnc1)c1ccc2c(c1)OCCO2
 : -5	1	-0.4	5	10	-3	-4	1	-0.4	1.7	1.1

Record cards (already shown). Order of screens: Lmaj promast | Diaphorase act | Hsp70 act | S1P3 antagonist | G6PDH counter | Diaph inh CS | TLR4-MyD88 BLA | PMI act | RAM inhibit | DTT redox prof | PMI act hi M6P
CC(C)CNC(=O)COC(=O)c1ccccc1OCC(=O)Nc1ccc(Br)cc1 as listed: -6 | 1 | -0.3 | -3 | 5 | 3 | -13 | 0.9 | 1.6 | 0.0 | 0.9
c1ccc(C2=Nn3c(nnc3-c3cc(-c4ccccc4)n[nH]3)SC2)cc1 as listed: 63* | 0.8 | 0.3 | 18 | -5 | 24 | 13 | 0.9 | 8.6* | 2.5 | 1
Cc1cccc(-n2ncc3c(N4CCC(C)CC4)ncnc32)c1 as listed: 2 | 0.7 | 0.4 | -3 | 2 | 27 | 2 | 0.9 | -0.7 | 0.2 | 0.8
COc1cccc(C(=O)Nc2cc(S(=O)(=O)N3CCCCC3)ccc2OC)c1 as listed: 14 | 0.8 | 0.2 | -21 | 1 | 18 | -17 | 0.9 | 4.1 | 0.0 | 0.9
Cc1cccc(NC(=O)N(Cc2cc3cc(C)ccc3[nH]c2=O)CC2COCCO2)c1 (stereo not drawn) as listed: 32 | 1 | -0.1 | -3 | 10 | -2 | 4 | 1 | 2.4 | -0.9 | 1

(listing goes on)
Screens in order – Lmaj promast	Diaphorase act	Hsp70 act	S1P3 antagonist	G6PDH counter	Diaph inh CS	TLR4-MyD88 BLA	PMI act	RAM inhibit	DTT redox prof	PMI act hi M6P
- CCOC(=O)CCc1c(C)nc(SCCCn2c(=O)[nH]c3ccccc32)c(C#N)c1C
 : 2	0.7	0.3	-7	-29	28	-7	1	9.4*	0.2	1.1
- CC1CCN(S(=O)(=O)c2ccc(C(=O)Nc3ccccc3-c3nc4ccccc4[nH]3)cc2)CC1
 : 1	0.8	-0.4	-17	-25	21	-1	0.9	3.1	0.1	1
- O=C1N=C(N2CCOCC2)CS1
 : -7	0.8	-0.3	-12	-18	16	0	0.9	0.5	2.2	0.9
- COc1ccc(C(=O)N2CCSC2=S)cc1OC
 : -6	1	-0.2	-8	5	2	7	0.9	1.9	2.6	0.9
- CSc1nsc(SCC(=O)Nc2ccc(C(C)=O)cc2)n1
 : 5	1	0.0	x	6	0	-6	1.1	0.5	0.1	1
- O=C(CSc1nc(-c2ccco2)cc(C(F)(F)F)n1)NCCCN1CCOCC1
 : 3	0.9	-0.1	-10	7	10	2	1	2.0	-0.5	1
- Cc1cc(C)c(NC(=O)C2CCCN2CCO)c(C)c1 (stereo not drawn)
 : -2	0.9	-0.5	6	-7	9	16	1	2.2	2.0	1
- Cc1ccccc1CSCCNC(=O)c1ccc(Cl)c(S(=O)(=O)N2CCOCC2)c1
 : 25	0.7	-0.4	x	4	30	8	0.9	7.4	1.8	0.8
- O=C(CNS(=O)(=O)c1cccs1)Nc1ccc2c(c1)OCCO2
 : -5	1	-0.2	x	7	-2	7	0.9	0.7	-0.1	1
- O=S(=O)(c1ccc2c(c1)OCCO2)N1CCN(c2ncnc3sccc23)CC1
 : 60*	0.9	0.2	23	-1	13	-5	1	3.4	-0.4	1
